Xi reactivation: reactivates the inactive X chromosome in mouse fibroblasts; XiGFP mouse fibroblasts, % GFP-positive cells imaging, 3 d; cells co-treated with 5-aza-dC sensitizer; scaled so ellipticine positive control = 100%; activation, % at 7.58 µM; hit rate 0.055% among 360,000; AID 743238;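 active = mean normalized replicate activation at least 10% and every replicate at or above 10%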;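 also: 0% = median of on-plate neutral control wells and 100% = ellipticine 6 µM median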
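System: XiGFP fibroblasts, SV40-immortalized. Medium: DMEM plus 5-aza-dC sensitizer. Doses: single point. Timing: 3 d treatment, 15 min room-temperature fixation. Control set: ellipticine 6 µM.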
C2C12 statin: protects C2C12 myotubes from simvastatin toxicity | ATP luminescence, 48 h; scaled: DMSO 0, geranylgeraniol control 100 | rescue of ATP level, % at 7.49 µM | hit rate 0.78% among 330,000 | AID 602340;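 active = mean ATP rescue above about 67%, or every replicate alone reaching that limit, limit read from the data, passing the limit was not always enough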;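 also: myotubes were challenged with 10 µM simvastatin during compound exposure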
ERAP1 HTS inh: blocks human ERAP1 aminopeptidase activity; Q9NZ08; recombinant ERAP1, Leu-AMC fluorescence, 60 min; inhibition, % at 10.7 µM; hit rate 0.15% among 340,000;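 active = mean replicate inhibition of at least 30%, or all replicates individually reaching that 30% level; inactive = mean below 30% and not every replicate reaching it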;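 also: 0% = neutral control wells and 100% = L-leucinethiol positive control wells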
Cneo AK release: causes C. neoformans cell lysis; adenylate kinase release luminescence, 4 h; normalised: neutral wells 0, clomiphene wells 100; lysis activity, % at 15 µM; hit rate 0.2% among 360,000; AID 651654;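 active = mean lysis activity across replicates of at least 80%, whatever share of replicates individually reach that level; inactive = mean lysis activity below 80%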
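Material: C. neoformans cells | Amount: Yeast cell density of 5 × 10^6 cells/mL | Medium: Fresh YPD growth medium | Dosing: Single dose | Times: Static 4 h at 37 °C with compound, 1 h detection | Detection: AK luminescence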
LGR2 antag: blocks bursicon-induced cAMP signaling via Drosophila LGR2; hit rate 0.35% among 380,000; HEK293 LGR2, CRE-luciferase, bursicon-stimulated, 4 h; inhibition, % at 9.99 µM;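 active = drop in luminescence signal, shown as inhibition above about 50% in the replicate tests, limit read from the data, passing the limit was not always enough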;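 also: agonist challenge used bursicon conditioned medium at about half maximal strength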
PGC1a acetyl inh: modulators of PGC1a acetylation. U2OS PGC1a acetylation, AlphaScreen anti-acetyl-lysine; with virally co-expressed GCN5 acetyltransferase. hit rate 0.17% among 350,000. inhibition, % at 15.6 µM;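 active = every replicate shows inhibition of at least 40%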;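 also: 0% = neutral control wells and 100% = positive control wells; some results beyond the cut were filed as inactive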
SIRT5 block: sirtuin-5 (human) deacylase inhibition | inhibition, % at 15 µM | Purified SirT5, succinyl-peptide AMC, trypsin-coupled fluorescence | hit rate 1.1% among 330,000 | AID 652115 | Q9NXA8; in the data active = inhibition above about 15%
Target sequence (Q9NXA8 whole entry, looked up): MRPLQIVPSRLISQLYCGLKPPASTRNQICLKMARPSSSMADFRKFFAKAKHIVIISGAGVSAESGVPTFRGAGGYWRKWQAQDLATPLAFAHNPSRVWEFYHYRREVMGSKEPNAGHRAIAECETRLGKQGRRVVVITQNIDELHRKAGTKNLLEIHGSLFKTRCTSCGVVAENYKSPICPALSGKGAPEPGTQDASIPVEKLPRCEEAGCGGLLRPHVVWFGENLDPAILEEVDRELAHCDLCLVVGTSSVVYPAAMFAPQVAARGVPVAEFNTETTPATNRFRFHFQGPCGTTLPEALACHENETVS
S100A4 MyoIIA: blocks human S100A4 binding to myosin IIA peptide | inhibition, % at 10.7 µM | hit rate 0.14% among 360,000 | AID 652163 | S100A4/TAMRA-MyoIIA peptide fluorescence polarization | P26447;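 active = mean inhibition of at least 70% across replicates, with every replicate also reaching that level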
Target sequence (P26447 whole entry, looked up): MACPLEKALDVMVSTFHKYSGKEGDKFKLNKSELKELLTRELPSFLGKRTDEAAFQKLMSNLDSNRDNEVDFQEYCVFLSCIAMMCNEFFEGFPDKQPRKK
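Material: S100A4 monomer protein | Medium: HEPES pH 7.2 with CaCl2, KCl, NaCl, DTT, Triton | Reagent: Labelled myosin peptide probe, 5 nM | Doses: One dose per compound | Times: 5 min incubation before reading | Benchmarks: Neutral control DMSO, positive control TFP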
Starred values were filed as active, the others as inactive; & = joins results of further samples. Only part of the results is shown (hit frequency here may not be typical).

For Cc1cc2c(OCC(O)CN3CCCCC3)cccc2[nH]1 (configuration not stated) the results were Xi reactivation 0.0, ERAP1 HTS inh -1.3, LGR2 antag -5.9, PGC1a acetyl inh -5.7, SIRT5 block 2.5 and S100A4 MyoIIA -7.9.
Screening Cc1ccc(NC(=O)c2nc[nH]c2C(=O)N2CCC(C)CC2)cc1 returned Xi reactivation 0.1, C2C12 statin -5.3, ERAP1 HTS inh 0.0, Cneo AK release -0.2, PGC1a acetyl inh -0.5 and S100A4 MyoIIA 6.2.
`Cc1c(C(=O)C(=O)NCCc2ccc(S(N)(=O)=O)cc2)c2ccccc2n1C` gave Xi reactivation -0.1, C2C12 statin 4.6, ERAP1 HTS inh 0.7, Cneo AK release 3.7, LGR2 antag -14.8, PGC1a acetyl inh 19.9, SIRT5 block -2.0 and S100A4 MyoIIA -3.4.
`COc1ccc(CCN2CC(C(=O)OCC(=O)N(C)Cc3ccccc3)CC2=O)cc1OC` (configuration not stated) gave Xi reactivation -0.1, C2C12 statin 3.7, ERAP1 HTS inh -5.3, Cneo AK release -1.9, LGR2 antag -20.6, PGC1a acetyl inh -8.0, SIRT5 block -2.1 and S100A4 MyoIIA -1.4.
`C[C@@H]1CN([C@@H](C)CO)C(=O)c2cc(NC(=O)c3ccncc3)ccc2O[C@H]1CN(C)Cc1ccc(C(F)(F)F)cc1` gave Xi reactivation 0.0, C2C12 statin -6.6, ERAP1 HTS inh 2.3, Cneo AK release 6.5, LGR2 antag 1.9, PGC1a acetyl inh -3.5, SIRT5 block 2.5 and S100A4 MyoIIA -2.0.
For CN(C)S(=O)(=O)c1ccc(C(=O)Nc2ccccc2C(=O)NCCCN2CCOCC2)cc1 the results were Xi reactivation 0.1, C2C12 statin -2.9, ERAP1 HTS inh 2.1, Cneo AK release 1.0, PGC1a acetyl inh -0.6, SIRT5 block -0.6 and S100A4 MyoIIA 5.0.
Screening CCOc1ccc(NC(=O)c2sc3nc4n(c(=O)c3c2C)CCC4)cc1 returned Xi reactivation 0.0, C2C12 statin -1.8, ERAP1 HTS inh -2.5, Cneo AK release 0.5, LGR2 antag -16.5, PGC1a acetyl inh 1.3, SIRT5 block 1.0 and S100A4 MyoIIA 1.4.
Screening O=C(C[C@H]1C=C[C@H](NS(=O)(=O)c2ccccc2)[C@@H](CO)O1)N1CCc2ccccc2C1 returned Xi reactivation -0.7, C2C12 statin -0.9, ERAP1 HTS inh 3.4, Cneo AK release -1.1, LGR2 antag -3.3, PGC1a acetyl inh -6.3, SIRT5 block 1.4 and S100A4 MyoIIA -8.4.
Screening CC(=O)Nc1ccc(S(=O)(=O)NCC(=O)OCC(=O)NCCc2ccccc2)cc1 returned Xi reactivation 0.1, C2C12 statin -6.9, ERAP1 HTS inh -8.3, Cneo AK release -0.2, LGR2 antag 2.3 and S100A4 MyoIIA 7.4.
`O=C1c2cc(Cl)ccc2-c2c(O)cc(Cl)cc21` gave Xi reactivation -0.2, C2C12 statin -0.2, ERAP1 HTS inh -0.1, Cneo AK release 1.0, LGR2 antag -5.4, PGC1a acetyl inh 4.4, SIRT5 block -4.2 and S100A4 MyoIIA 0.8.
For CC(=O)c1cn(CC(=O)Nc2ccccc2F)c2ccccc12 the results were Xi reactivation 0.0, C2C12 statin 0.7, ERAP1 HTS inh 1.5, Cneo AK release -1.5, LGR2 antag 17.8, SIRT5 block 1.0 and S100A4 MyoIIA -0.3.
For Nc1ncnc2c1nc(Br)n2[C@@H]1O[C@@H]2COP(=O)(O)O[C@H]2[C@H]1O the results were Xi reactivation -0.1, C2C12 statin 7.3, ERAP1 HTS inh -3.4, Cneo AK release 3.5, LGR2 antag -5.1, PGC1a acetyl inh 34.5, SIRT5 block 0.1 and S100A4 MyoIIA -7.6.
Screening CCOC(=O)CN(c1ccccc1)S(=O)(=O)c1ccc(F)cc1 returned Xi reactivation 0.2, C2C12 statin -0.7, ERAP1 HTS inh -4.5, Cneo AK release 1.0, LGR2 antag 5.2, PGC1a acetyl inh -7.1, SIRT5 block 1.9 and S100A4 MyoIIA 2.4.
O=C(Nc1ccccc1N1CCCCC1)C1CCN(S(=O)(=O)c2ccccc2C(F)(F)F)CC1 was read as Xi reactivation 0.0, ERAP1 HTS inh -1.4, LGR2 antag 3.5, SIRT5 block -3.9 and S100A4 MyoIIA 7.4.
Screening CSc1ccccc1C(=O)NC1CCCN(Cc2ccccc2F)C1 (configuration not stated) returned Xi reactivation 0.2, C2C12 statin 15.7, ERAP1 HTS inh 2.2, Cneo AK release -0.9, LGR2 antag -10.0, PGC1a acetyl inh -3.4, SIRT5 block -0.2 and S100A4 MyoIIA -4.5.
`O=C(O)CSc1nc2sc3c(c2c(=O)n1-c1ccccc1)CCC3` gave Xi reactivation -0.3, C2C12 statin -5.2, ERAP1 HTS inh 0.4, Cneo AK release -1.8, LGR2 antag 7.7, PGC1a acetyl inh 6.9, SIRT5 block -1.1 and S100A4 MyoIIA -3.1.
For COCC(=O)N1CC(=O)N2[C@H](CO)[C@@H](c3ccc(-c4cccnc4)cc3)[C@@H]2C1 the results were Xi reactivation 0.4, ERAP1 HTS inh 1.3, LGR2 antag -17.2, PGC1a acetyl inh -2.6, SIRT5 block -2.5 and S100A4 MyoIIA 4.2.
Screening N#Cc1c(-c2ccccc2)cc(-c2ccccc2)nc1SCC(=O)NCC(=O)O returned Xi reactivation 0.3, C2C12 statin -4.1, ERAP1 HTS inh -4.0, Cneo AK release 4.1, LGR2 antag -12.9, PGC1a acetyl inh -8.1, SIRT5 block 0.8 and S100A4 MyoIIA 0.3.
`C[C@H](CO)N1C[C@H](C)[C@H](CN(C)C(=O)Nc2ccc(C(F)(F)F)cc2)Oc2c(NS(=O)(=O)c3cn(C)cn3)cccc2C1=O` gave Xi reactivation 0.0, C2C12 statin 1.2, ERAP1 HTS inh -0.6, Cneo AK release -1.4, LGR2 antag -13.2, PGC1a acetyl inh 13.3, SIRT5 block 1.7 and S100A4 MyoIIA -28.4.
Screening CCCCOc1ccc(C(=O)N/C(=C\c2cccc([N+](=O)[O-])c2)C(=O)OCc2ccco2)cc1 returned Xi reactivation 0.0, C2C12 statin -2.4, ERAP1 HTS inh 15.6, Cneo AK release 2.2, LGR2 antag -5.9, PGC1a acetyl inh -11.6, SIRT5 block -3.6 and S100A4 MyoIIA -4.8.
Screening O=C(COC(=O)CCS(=O)(=O)c1ccc(Cl)cc1)NCCc1ccccc1 returned Xi reactivation 0.0, ERAP1 HTS inh -2.0, Cneo AK release -0.8, LGR2 antag 1.0, PGC1a acetyl inh -0.1, SIRT5 block -2.8 and S100A4 MyoIIA -0.8.
`O=C(Nc1nc(-c2cccs2)cs1)c1ccc([N+](=O)[O-])o1` gave Xi reactivation 0.3, C2C12 statin 52.5, ERAP1 HTS inh 3.5, Cneo AK release -3.1, LGR2 antag -0.9, PGC1a acetyl inh 28.8, SIRT5 block 8.7 and S100A4 MyoIIA 3.1.
For COc1ccc(N2CCN(C(=S)NC(C)c3ccccc3)CC2)cc1 (configuration not stated) the results were Xi reactivation 0.1, ERAP1 HTS inh 3.0, LGR2 antag -7.4, PGC1a acetyl inh -8.8, SIRT5 block -7.6 and S100A4 MyoIIA -14.1.
For O=C(NCC(=O)N1CCN(S(=O)(=O)c2c(F)cccc2F)CC1)c1ccccc1F the results were Xi reactivation -0.1, C2C12 statin 5.1, ERAP1 HTS inh -7.6, Cneo AK release 6.4, LGR2 antag 11.5, PGC1a acetyl inh -1.8, SIRT5 block 6.5 and S100A4 MyoIIA 8.7.
`COc1ccc(-c2ccc(C3[C@H]4CNC[C@@H]3N4Cc3cccc(OC)c3)cc2)cc1` (some centres not stated) gave Xi reactivation 0.1&0.1, ERAP1 HTS inh -3.5&-2.2, LGR2 antag -10.1&10.0, PGC1a acetyl inh -10.8&-6.5, SIRT5 block -0.9&6.9 and S100A4 MyoIIA 3.7&-12.6.
For Fc1ccc(NC(=S)Nc2ccccc2N2CCOCC2)cc1Cl the results were Xi reactivation -0.1, ERAP1 HTS inh 2.4, LGR2 antag 9.2, PGC1a acetyl inh -3.9, SIRT5 block -6.3 and S100A4 MyoIIA 3.1.
Screening CC1(C(=O)NS(=O)(=O)c2ccc(Cl)cc2)CCN1C(=O)C1(c2ccc(Cl)cc2)CC1 (configuration not stated) returned Xi reactivation 0.0, C2C12 statin 1.2, ERAP1 HTS inh -2.9, Cneo AK release 0.5, LGR2 antag 3.9, PGC1a acetyl inh 11.6, SIRT5 block -0.1 and S100A4 MyoIIA -3.6.
For CC(C)C[C@H](NC(=O)c1nc[nH]c1C(=O)N1CCN(C(=O)OC(C)(C)C)CC1)C(=O)OC(C)(C)C the results were Xi reactivation 0.0, C2C12 statin -0.3, ERAP1 HTS inh -2.6, Cneo AK release 4.5, LGR2 antag 7.9 and S100A4 MyoIIA 3.1.
`CCCCC(=O)Nc1ccc(C(=O)c2ccccc2)cc1` gave Xi reactivation 0.1, C2C12 statin 4.5, ERAP1 HTS inh 4.9, Cneo AK release 7.3, PGC1a acetyl inh 6.9, SIRT5 block 2.8 and S100A4 MyoIIA 2.2.
`COCC#Cc1ccc2c(c1)O[C@@H](CN(C)C(=O)CC1CC1)[C@@H](C)CN([C@H](C)CO)S2(=O)=O` gave Xi reactivation 0.1, C2C12 statin -9.8, ERAP1 HTS inh -3.1, Cneo AK release -2.6, LGR2 antag 12.3, PGC1a acetyl inh 3.4, SIRT5 block 0.1 and S100A4 MyoIIA -4.6.
For C[C@]12C=CC(=O)C=C1CC[C@@H]1C2C(O)C[C@@]2(C)C1CC[C@]2(O)C(=O)COC(=O)CCC(=O)NC(CC(=O)O)C(=O)O (some centres not stated) the results were Xi reactivation 0.0, C2C12 statin 16.2, ERAP1 HTS inh 2.5, Cneo AK release -0.1, LGR2 antag 6.5, PGC1a acetyl inh 7.5, SIRT5 block 5.2 and S100A4 MyoIIA 0.9.
Screening COc1cccc(CN=C2Nc3ccccc3CS2)c1 returned Xi reactivation 0.0, C2C12 statin -0.3, ERAP1 HTS inh 8.1, LGR2 antag -20.7, PGC1a acetyl inh 2.6, SIRT5 block 6.3 and S100A4 MyoIIA 5.0.
COc1ccc(S(=O)(=O)Nc2ccc3c(c2)C(=O)N([C@@H](C)CO)C[C@H](C)[C@H](CN(C)Cc2ccc(Cl)c(Cl)c2)OCCCC[C@@H](C)O3)cc1 was read as Xi reactivation -0.9, C2C12 statin 24.2, Cneo AK release 1.0, LGR2 antag -31.7 and PGC1a acetyl inh 4.1.

A draw from above in order of number of heavy atoms, high to low:
COc1ccc(S(=O)(=O)Nc2ccc3c(c2)C(=O)N([C@@H](C)CO)C[C@H](C)[C@H](CN(C)Cc2ccc(Cl)c(Cl)c2)OCCCC[C@@H](C)O3)cc1 was read as Xi reactivation -0.9, C2C12 statin 24.2, Cneo AK release 1.0, LGR2 antag -31.7 and PGC1a acetyl inh 4.1.
For CC(C)C[C@H](NC(=O)c1nc[nH]c1C(=O)N1CCN(C(=O)OC(C)(C)C)CC1)C(=O)OC(C)(C)C the results were Xi reactivation 0.0, C2C12 statin -0.3, ERAP1 HTS inh -2.6, Cneo AK release 4.5, LGR2 antag 7.9 and S100A4 MyoIIA 3.1.
Screening O=C(C[C@H]1C=C[C@H](NS(=O)(=O)c2ccccc2)[C@@H](CO)O1)N1CCc2ccccc2C1 returned Xi reactivation -0.7, C2C12 statin -0.9, ERAP1 HTS inh 3.4, Cneo AK release -1.1, LGR2 antag -3.3, PGC1a acetyl inh -6.3, SIRT5 block 1.4 and S100A4 MyoIIA -8.4.

Bioassay records deposited in PubChem BioAssay by Broad Institute.
